Compound activity as filed in PubChem.
POLI inh – blocks human DNA polymerase iota activity; AID 588590; Pol iota fluorescent replication assay, 10 min; Potency, µM (highest dose often 115 µM), for the others: at the top dose activity, negative = inhibition, hits mostly inhibitors; actives 1% (n = 390,000); further: potency means the concentration at half of the fitted maximal effect
Target sequence (Q9UNA4 whole entry, looked up): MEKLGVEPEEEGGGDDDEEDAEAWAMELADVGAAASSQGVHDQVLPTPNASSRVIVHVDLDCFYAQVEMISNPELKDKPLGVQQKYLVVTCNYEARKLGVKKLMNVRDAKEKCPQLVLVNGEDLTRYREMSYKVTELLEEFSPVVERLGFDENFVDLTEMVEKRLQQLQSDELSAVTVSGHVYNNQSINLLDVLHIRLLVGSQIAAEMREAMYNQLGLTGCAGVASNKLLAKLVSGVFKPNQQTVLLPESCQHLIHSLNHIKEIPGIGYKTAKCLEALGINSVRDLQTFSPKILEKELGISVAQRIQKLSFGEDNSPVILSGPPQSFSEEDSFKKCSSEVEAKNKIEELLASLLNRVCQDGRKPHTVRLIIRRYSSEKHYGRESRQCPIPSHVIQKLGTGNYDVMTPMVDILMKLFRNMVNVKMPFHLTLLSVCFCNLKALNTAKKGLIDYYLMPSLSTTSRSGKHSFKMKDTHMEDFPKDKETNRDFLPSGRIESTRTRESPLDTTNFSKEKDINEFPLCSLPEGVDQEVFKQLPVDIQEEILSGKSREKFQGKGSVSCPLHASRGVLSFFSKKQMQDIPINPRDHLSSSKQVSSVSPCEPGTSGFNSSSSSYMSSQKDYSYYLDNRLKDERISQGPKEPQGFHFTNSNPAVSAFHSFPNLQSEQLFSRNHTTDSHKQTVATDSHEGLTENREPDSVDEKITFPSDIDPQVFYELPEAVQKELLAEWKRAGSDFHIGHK
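Fluorescent replication assay read twice, at 0 min and 10 min after adding 50 nM (final) substrate. Enzyme (10 nM) and compounds were first incubated 15 min at room temperature; enzyme-free buffer wells were negative controls.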
Anesthetic bind – binds horse apoferritin like a general anesthetic. P02791. apoferritin/1-aminoanthracene competitive binding, fluorescence. Potency, µM (highest dose often 77.5 µM), for inactives: top-dose activity change, negative = displacement, hits mostly inhibitors. actives 0.074% (n = 350,000); further: potency means the concentration at half of the fitted maximal effect; on the % scale 0 is the no-effect control and ±100 the full control effect; nearly all actives have a fitted effect of over 20% in size
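10 uM apoferritin + 50% sat. 1-AMA, PBS; cpd 10 min RT; Ex380/Em535 endpoint; normalized to free probe vs complex; 4-param Hill fit; propofol titration as pos. ctrl.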
Tb PGK inh – blocks T. brucei phosphoglycerate kinase; P07378; PGK/GAPDH coupled, Kinase-Glo luminescence, 60 min; Potency, µM (highest dose often 57.5 µM), for inactives: top-dose activity change, negative = inhibition, hits mostly inhibitors; actives 0.043% (n = 380,000); further: potency means the concentration at half of the fitted maximal effect; on the % scale 0 is the no-effect control and ±100 the full control effect; nearly all actives have a fitted effect of over 60% in size
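Luminescent ATP detection (Kinase-Glo Plus) follows a 60-minute room-temperature incubation, with wells lacking PGK as controls. Buffer: 100 mM TEA (pH 7.6), 5 mM MgCl2, 0.01% Tween-20. Coupling enzyme GAPDH (100 nM final) supplies unstable 1,3-BPG in-well.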
Pol kappa inh – blocks human DNA polymerase kappa activity; Q9UBT6; purified Pol kappa, fluorescent DNA synthesis assay, 10 min; Potency, µM (top dose mostly 107 µM), inactives show top-dose activity, negative = inhibition, actives largely listed as inhibitors; actives 0.53% (n = 400,000); AID 588579; further: potency means the concentration at half of the fitted maximal effect; on the % scale 0 is the no-effect control and ±100 the full control effect
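Pol kappa 10 nM + cpd, 15 min RT; start w/ substrate 50 nM final; fluorescence kinetic read, 0 and 10 min. Neg ctrl: buffer, no enzyme.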
APEX1 inh – blocks human APE1 abasic DNA cleavage; Potency, µM (top dose mostly 65.8 µM), inactives show at the highest dose activity change, negative = inhibition, usual class: inhibitors; recombinant APE1, TAMRA/BHQ-2 abasic DNA cleavage fluorescence; actives 0.35% (n = 350,000); AID 2517;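 further: potency means the concentration at half of the fitted maximal effect; plate controls were vehicle for no effect and reference inhibitor for full effect; nearly all actives have a fitted effect of over 55% in size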
Target sequence (P27695 whole entry, looked up): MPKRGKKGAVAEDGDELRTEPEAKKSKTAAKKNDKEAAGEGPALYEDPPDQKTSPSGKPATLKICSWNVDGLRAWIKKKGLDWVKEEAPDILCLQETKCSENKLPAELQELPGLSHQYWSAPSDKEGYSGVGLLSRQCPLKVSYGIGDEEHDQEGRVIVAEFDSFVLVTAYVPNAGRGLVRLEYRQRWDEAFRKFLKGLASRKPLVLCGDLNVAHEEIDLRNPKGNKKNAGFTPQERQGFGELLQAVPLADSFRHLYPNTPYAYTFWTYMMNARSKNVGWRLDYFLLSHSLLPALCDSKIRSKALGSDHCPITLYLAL
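Incision of a quenched TAMRA/BHQ-2 THF abasic-site duplex (50 nM) by 0.75 nM APE1, after 15 min compound preincubation, measured as fluorescence increase over three 60 s reads. Values normalized to buffer, DMSO and NSC13755 control wells.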
Pol eta inh – inhibitors of human DNA polymerase eta. Potency, µM (top dose mostly 114 µM), inactives show top-dose activity change, negative = inhibition, actives largely listed as inhibitors. recombinant Pol eta, fluorescent DNA replication assay. actives 1.2% (n = 390,000). AID 588591. Q9Y253; further: potency means the concentration at half of the fitted maximal effect; on the % scale 0 is the no-effect control and ±100 the full control effect
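Fluorescent replication assay: 50 nM final substrate added after a 15 min room-temperature compound preincubation with 10 nM enzyme. Signal taken at 0 min and again at 10 min.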
Pol beta inh – inhibitors of human DNA polymerase beta | P06746 | Pol beta primer extension/strand displacement, fluorescence kinetic | AID 485314 | actives 1.3% (n = 340,000) | Potency, µM (doses to about 114 µM), for inactives: at the top dose activity change, negative = inhibition, actives largely listed as inhibitors; further: potency means the concentration at half of the fitted maximal effect; on the % scale 0 is the no-effect control and ±100 the full control effect
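Homogeneous kinetic assay of primer extension and strand displacement by 10 nM Pol beta, preincubated 15 min at room temperature with compound before 50 nM substrate (final) was added. Read at 0 and 10 min; four-parameter Hill fit.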
BLM helicase inh – inhibitors of human Bloom syndrome helicase BLM | P54132 | recombinant BLM DNA unwinding, fluorescence dequenching | Potency, µM (top dose mostly 56.1 µM), inactives show at the highest dose activity change, negative = inhibition, usual class: inhibitors | actives 0.2% (n = 350,000);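 further: potency means the concentration at half of the fitted maximal effect; plate controls were vehicle for no effect and no enzyme for full effect; nearly all actives have a fitted effect of over 35% in size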
RXFP1 antagonist – antagonists of human relaxin receptor RXFP1; Q9HBX9; HEK293-RXFP1, relaxin-stimulated cAMP HTRF, 30 min; active compounds read low; activity change, negative = inhibition, % at 57.5 µM; actives 0.59% (n = 350,000);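 active means activity change of -60% or lower, but not beyond a set lower limit; inconclusive means change between -60% and -40%, or beyond the set limit; inactive means change above -40%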; further: on the % scale 0 is the no-effect control and ±100 the full control effect
Active calls of the source: *; i = inactive; ? = inconclusive; / = not tested or not shown; & = joins results of further samples; [ ] = another dose, or the depositor's remark. Unless noted, the call rests on the fitted dose curve; in most records, active means well fitted curve in the direction sought with a large enough effect; inconclusive means small, poorly fitted or top-dose-only effect, or another doubt; inactive means no such curve, though single readings can be large; an effect the other way counts as inactive or inconclusive.

compound	POLI inh	Anesthetic bind	Tb PGK inh	Pol kappa inh	APEX1 inh	Pol eta inh	Pol beta inh	BLM helicase inh	RXFP1 antagonist
COc1ccc(S(C)(=O)=O)cc1S(C)(=O)=O	-2%	10%	i	-3%	-1%	-7%	25%	0%	-19
COc1ccccc1N=C1SCC(=O)N1Cc1ccco1	1%	4%	-7%	-6%	6%	-3%	4%	-1%	-8
CCS(=O)(=O)c1nc(S(=O)(=O)c2ccc(C)cc2)c(NC)s1	-25%	-9%	-9%	-5%	/	2%	13%	0%	-6
O=C(Nc1cnc2ccccc2c1)c1ccco1	22%	-10%	-2%	2%	1%	-1%	7%	2%	-2
COCCN(C(=O)CSc1nnc(-c2ccco2)n1C)c1c(N)n(CC(C)C)c(=O)[nH]c1=O	1%	/	3%	-14%	-1%	-1%	/	/	9
O=C1CCN(Cc2ccccc2)CCN1[C@H](COc1ccccc1)c1ccccc1	9%&38%	?	i	2%&-3%	-19%	-6%	16%	-4%	/
Cc1ccc(C)c(-c2nn(CC(=O)Nc3cc(F)ccc3F)c(=O)c3c2CCCC3)c1	4%	?	0%	-14%	/	-18%	2%	-10%	/
OC(CN1CCN(c2ccccc2)CC1)c1ccc2c(c1)CCN2 (stereo not given)	4%	5%	-2%	-7%	5%	-6%	-2%	-2%	-6

Other records.
compound	POLI inh	Anesthetic bind	Tb PGK inh	Pol kappa inh	APEX1 inh	Pol eta inh	Pol beta inh	BLM helicase inh	RXFP1 antagonist
CC(C)OCCCNC(=O)c1sc(=S)n(C)c1N	3%	-10%	-2%	-9%	-2%	4%	31%	3%	-17
COc1ccc(C(=O)N=C2SC3CS(=O)(=O)CC3N2c2ccc(C(C)=O)cc2)cc1 (stereo not given)	15%	-7%	i	-16%	-5%	-1%	-1%	-9%	?
O=C(OC1CCOC1=O)c1cc(Cl)ccc1[N+](=O)[O-] (stereo not given)	-3%	-3%	i	1%	-9%	2%	36%	-7%	6
CC[C@@H](C)[C@H](NC(=O)Cc1c(C)c2cc3c(C)c(C)oc3c(C)c2oc1=O)C(=O)O	0%	0%	-2%	-6%[60.1 µM]	-29%	0%	7%	2%	2
COc1ccccc1/C=C/c1onc(C)c1S(=O)(=O)N1CCC(C(=O)N2CCC(C)CC2)CC1	16%	-12%	-5%	-5%[60.1 µM]	/	-16%	-2%	-6%	-17
COc1ccccc1NC(=O)C(=O)NNC(=O)c1ccco1	17%	-14%	0%	-11%	-2%	11%	2%	-2%	-3
COc1cccc(OC)c1C(=O)NC(=S)NCc1ccco1	-5%	-10%	-4%	0%	15%	-2%	6%	-2%	-5
CCOc1ccc(NC(=O)CN2C(=O)COc3ccc(S(=O)(=O)NC4CCCC4)cc32)cc1	2%	-4%	0%	-4%	/	-1%	30%	-3%	3

The list continues:
compound	POLI inh	Anesthetic bind	Tb PGK inh	Pol kappa inh	APEX1 inh	Pol eta inh	Pol beta inh	BLM helicase inh	RXFP1 antagonist
Cc1nc2ccccn2c1-c1csc(Nc2cccc(C(=O)O)c2)n1	?	-9%	0%	-13%	1%	3%	25%	-1%	-12
COc1cccc(Nc2c3c(nc4nncn24)CCC3)c1	4%	-3%	4%	1%	/	-12%	-4%	3%	6
Cc1ccc(-c2nnc(N3CCN(S(C)(=O)=O)CC3)c3ccccc23)cc1	-4%	-3%	-11%	3%	-4%	-7%	-4%	-10%	-7
COc1ccc(NC(=O)C2CC(=O)N(c3ccccc3C)C2)c(OC)c1 (stereo not given)	121%[activator]	2%	13%	-1%	69%	-4%	2%	-8%	9
CC(=O)Nc1c2c(nn1-c1ccccc1C)CSC2	21%	-8%	0%	-3%	22%	-13%	10%	-1%	3
COc1ccc(NC(=O)CSc2nnc(CNc3ccc(C)cc3)n2C)cc1	26%	-7%	?	0%	-5%	-5%	-23%	3%	1
Cc1ccc(NC(=O)CSc2nc3nn(-c4ccccc4)c(=O)c-3c3n2CCCCC3)cc1F	-12%	/	-7%	-2%	1%	-24%	/	/	3
COc1ccc(NC(=O)CSc2nc3c(c(=O)[nH]2)CN(Cc2ccccc2)CC3)cc1Cl	34%[activator]	-3%	i	-12%	/	-9%	-1%	-1%	-5

(listing goes on)
compound	POLI inh	Anesthetic bind	Tb PGK inh	Pol kappa inh	APEX1 inh	Pol eta inh	Pol beta inh	BLM helicase inh	RXFP1 antagonist
COc1ccc(N2CCN(C(=O)CCNS(=O)(=O)c3ccc4c(c3)CCN4C(=O)C3CC3)CC2)cc1	-6%	4%	-5%	-10%[60.1 µM]	/	2%	12%	1%	/
O=C(CSc1nc2c(c(=O)[nH]1)CN(Cc1ccc3c(c1)OCO3)CC2)Nc1ccc(F)c(F)c1	35%[activator]	-37%	-19%	6%	/	?	6%	-1%	-9
O=C(Nc1ccccc1C(=O)O)c1ccc(CN2C(=O)c3ccccc3C2=O)cc1	58%[activator]	-2%	-2%	-2%	36%	-10%	1%	-4%	-19
CC(=O)N1CCC(N(C(=O)Nc2ccc(C)c(C)c2)C2CCCC2)CC1	-8%	-2%	-9%	-4%	-1%	0%	7%	-4%	8
Cc1ccc(Nc2c(-c3ccc(N(C)C)cc3)nc3nc[nH]n23)cc1	5%	?	-7%	8%	/	-25%	6%	-6%	-5
CC1CCCC(NC(=O)COC(=O)Cc2c[nH]c3ccccc23)C1C (stereo not given)	51%[activator]	?	1%	-24%	-4%	-26%	5%	-6%	-23
COC(=O)C1CCN(C(=O)/C=C/c2ccccc2)CC1	?	-3%	0%	-8%	1%	-2%	92%	3%	3
CC(=O)c1cc(C#N)c(NCCCN(C)C)nc1C	-22%	-3%	6%	-2%	-1%	-5%	28%	0%	9

Quoted at random: seven entries already listed.
compound	POLI inh	Anesthetic bind	Tb PGK inh	Pol kappa inh	APEX1 inh	Pol eta inh	Pol beta inh	BLM helicase inh	RXFP1 antagonist
CC(=O)c1cc(C#N)c(NCCCN(C)C)nc1C	-22%	-3%	6%	-2%	-1%	-5%	28%	0%	9
CC(=O)N1CCC(N(C(=O)Nc2ccc(C)c(C)c2)C2CCCC2)CC1	-8%	-2%	-9%	-4%	-1%	0%	7%	-4%	8
Cc1ccc(Nc2c(-c3ccc(N(C)C)cc3)nc3nc[nH]n23)cc1	5%	?	-7%	8%	/	-25%	6%	-6%	-5
O=C(Nc1ccccc1C(=O)O)c1ccc(CN2C(=O)c3ccccc3C2=O)cc1	58%[activator]	-2%	-2%	-2%	36%	-10%	1%	-4%	-19
O=C(CSc1nc2c(c(=O)[nH]1)CN(Cc1ccc3c(c1)OCO3)CC2)Nc1ccc(F)c(F)c1	35%[activator]	-37%	-19%	6%	/	?	6%	-1%	-9
COC(=O)C1CCN(C(=O)/C=C/c2ccccc2)CC1	?	-3%	0%	-8%	1%	-2%	92%	3%	3
CC1CCCC(NC(=O)COC(=O)Cc2c[nH]c3ccccc23)C1C (stereo not given)	51%[activator]	?	1%	-24%	-4%	-26%	5%	-6%	-23

The results go on:
compound	POLI inh	Anesthetic bind	Tb PGK inh	Pol kappa inh	APEX1 inh	Pol eta inh	Pol beta inh	BLM helicase inh	RXFP1 antagonist
N#Cc1ccc(C(=O)Nc2ccn(-c3ccccc3)n2)cc1	-15%	-9%	3%	-3%	3%	-11%	13%	-5%	-10
Cc1ccccc1/C=N/Nc1ccnc2cc(Cl)ccc12	6%	-4%	i	-6%	?	-7%	?	-9%	-7
Cc1ccc(C)c(NC(=O)NNC(=O)c2cc3ccccc3cc2O)c1	35µM*	-14%	-2%	?	3%	?	35µM*	-17%	?
COc1ccc(NC(=O)CS(=O)(=O)c2ccc(Br)cc2)cc1	33%[activator]	0%	i	5%	16%	-19%	1%	-3%	7
Cc1ccccc1NC(=O)Cn1c(=O)n(Cc2ccco2)c(=O)c2ccc(C(=O)NC3CCCC3)cc21	11%	-8%	-5%	-5%	/	-12%	1%	-1%	/
Cc1cc(C)c(S(=O)(=O)NC(C)C)c(C)c1-n1cnnn1	106%[activator]	-5%	-2%	-9%	1%	-5%	0%	-6%	-9
COc1cccc(CNc2nc3nc4c(c(=O)n3[nH]2)CCC4)c1	-4%	-3%	-1%	-14%	-5%	1%	7%	-1%	-17
O=S(=O)(c1ccc(F)cc1)N1CCC(O)(c2ccc3c(c2)OCO3)CC1	14%	-13%	/	-10%	0%	-18%	6%	-10%	-7

Continuation:
compound	POLI inh	Anesthetic bind	Tb PGK inh	Pol kappa inh	APEX1 inh	Pol eta inh	Pol beta inh	BLM helicase inh	RXFP1 antagonist
O=C(NC1CCCC1)C(c1ccc(Cl)cc1)N1CCN(C2CCCCC2)CC1 (stereo not given)	11%	-8%	-2%	5%	3%	3%	-6%	-3%	7
COCc1cc(=O)[nH]c2cc(NC(=O)C(C)(C)CCl)c(C)cc12	13%	-2%	10%	-1%	1%	3%	?	-1%	-17
Cc1ccc(-n2c(C)cc(/C=c3/sc4nc5ccccc5n4c3=O)c2C)cc1	24%	-11%	-3%	0%	-1%	0%	-26%	-1%	-19
O=C(COc1cccnc1[N+](=O)[O-])NCCc1ccccc1	-4%	-7%	-3%	-8%	13%	-15%	27%	-1%	-10
COc1ccc2c(CC(=O)OCC(=O)NC(=O)c3cccn3C)coc2c1	1%	?	i	-3%	-11%	-13%	47%	-4%	-11
Fc1ccccc1NC(=S)N1CCCCC1	1%	4%	-1%	-2%	2%	-19%	48%	3%	-9
CCOc1cc(/C=N/N=C2/NC(=O)C(CC(=O)O)S2)ccc1OCc1ccc(Cl)cc1Cl (stereo not given)	?	-12%	?	?	?	32µM*	22µM*	-7%	-18
CC(OC(=O)Cc1ccc(Br)cc1)C(=O)NC1CCCC1 (stereo not given)	21%	/	2%	-7%	16%	-6%	/	/	-6
CC(=O)NC1(c2ccc(F)cc2)CCN(C(=O)c2c(F)cccc2F)CC1	164%[activator]	-4%	4%	5%	-2%	-20%	-24%	1%	6
C#CCn1cnc2c(cnn2-c2ccc(F)cc2)c1=O	15%	-8%	-4%	-5%	/	-13%	3%	-2%	-9

These rows are one share of the data. The share of hits here may be higher or lower than overall.
